Exocytosis inh = lytic granule exocytosis inhibition; TALL-104 LAMP-1 surface exposure, flow cytometry; cells stimulated with thapsigargin and PMA; inhibition, % at 10 µM; 360,000 tested, 0.66% active;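 active = inhibition above about 55%, limit read from the data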
NR2E3 ag-1 = human photoreceptor-specific nuclear receptor agonism; Q9Y5X4; CHO-S Gal4-NCOR/VP16-NR2E3 two-hybrid, luciferase; inhibition of corepressor binding, % at 3.98 µM; 360,000 tested, 0.35% active; AID 602229;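 active = inhibition above the mean of all tested compounds plus 3 SD, cut at about 70% in these data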;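 also: 0% = DMSO with NR2E3 transfected cells and 100% = cells lacking NR2E3 construct; higher means lower luciferase signal from less NR2E3 corepressor binding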
Target sequence (Q9Y5X4 whole entry, looked up, the tested form may be a part): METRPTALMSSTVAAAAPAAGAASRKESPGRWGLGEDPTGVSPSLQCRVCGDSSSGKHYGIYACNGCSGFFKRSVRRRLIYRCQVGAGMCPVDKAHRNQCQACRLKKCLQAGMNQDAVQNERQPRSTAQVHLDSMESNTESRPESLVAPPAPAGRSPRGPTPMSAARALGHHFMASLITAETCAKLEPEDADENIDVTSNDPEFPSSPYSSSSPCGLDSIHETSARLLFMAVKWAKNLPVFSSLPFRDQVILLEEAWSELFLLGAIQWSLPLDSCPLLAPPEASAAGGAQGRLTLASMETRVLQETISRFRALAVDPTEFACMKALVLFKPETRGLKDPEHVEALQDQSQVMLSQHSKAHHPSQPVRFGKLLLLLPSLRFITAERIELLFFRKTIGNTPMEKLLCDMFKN
NR2E3 ag-2 = activates human photoreceptor nuclear receptor NR2E3. Q9Y5X4. GST-NR2E3/biotin-RetCOR TR-FRET, 1536-well. inhibition of corepressor binding, % at 4.78 µM. 320,000 tested, 0.12% active. AID 2300;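 active = percent inhibition above the cutoff of mean plus 3 SD of all tested compounds, set per screening campaign, cut at about 20% in these data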;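 also: 0% = DMSO wells and 100% = biotin wells as full block of FRET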
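System: GST-tagged NR2E3 plus biotinylated RetCOR corepressor; Buffer or medium: pH 7.5 Tris-based buffer; Probe or stimulus: RetCOR corepressor, biotinylated, 7 nM; Doses: compound at 4.8 µM, single dose; Schedule: 5 h incubation at 4 °C; Technique: time-resolved FRET; Evaluation: percent inhibition of TR-FRET ratio; Replication: one well per compound, singlicate testing.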
iPSC survival up = enhancers of human iPSC single-cell survival | 360,000 tested, 0.044% active | hiPSC single-cell survival, ATPlite luminescence; 100% = ROCK inhibitor wells, 0% = DMSO | survival enhancement, % at 20 µM; in the data active = survival enhancement above about 18%;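 also: cells exposed to compounds for 16 hours before the ATP read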
MITF TRPM1 inh = inhibitors of MITF-driven TRPM1 promoter in melanoma cells | inhibition, % at 12.5 µM | AID 488899 | 330,000 tested, 0.83% active | SK-MEL-5 TRPM1 promoter luciferase, 24 h;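 active = mean inhibition across replicates of 60% or more, whatever share of single replicates reaches that level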; also: values of inactives mirror those of a sister screen read the other way
Peg3 promoter = inhibitors of Peg3 promoter; inhibition, % at 20 µM; 360,000 tested, 1.7% active; HeLa PEG-Prom luciferase reporter, luminescence, overnight;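 active = inhibition of at least 50% at 20 µM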
CaV13 ICDI inh = Disruptors of the CACNA1D IQ motif to Ca2+-dependent inactivation inhibitor domain association, primary screening, Förster resonance energy transfer in intact living …; 340,000 tested, 0.098% active; HEK cells, CFP/YFP FRET ICDI-IQ, plate reader, 10 min; percent FRET-ratio fall versus neutral wells; inhibition, % at 12.3 µM;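 active = mean replicate inhibition of at least 30% and at least 1% of replicates passing that level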;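 also: 0% = median of the neutral control wells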
Vif imaging = inhibitors of HIV Vif; inhibition, % at 7.49 µM; HEK293T cells, Vif self-association by quenched fluorescence, imaging, 24 h; AID 602346; 340,000 tested, 0.35% active; in the data active = inhibition above about 50%, passing the limit was not always enough; also: some results filed as inactive read as strong as hits
HIF-2a inh = blocks HIF-2a reporter activity; inhibition, % at 18.8 µM; 786-0 RCC cells HIF-2a reporter, luciferase luminescence, overnight; 360,000 tested, 0.72% active; AID 624352;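 active = inhibition of the luminescence signal of 40% or more relative to plate controls, in a single-dose primary screen at 18.75 µM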
PDI inh = inhibitors of human protein disulfide isomerase; P07237; PDI insulin aggregation turbidity, A650, 90 min; inhibition, % at 10 µM; 350,000 tested, 0.052% active;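 active = mean inhibition across replicates of 30% or more, whatever share of single replicates reach that level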;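 also: absorbance from insulin aggregation driven by PDI reduction with DTT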
Target sequence (P07237 whole entry, looked up): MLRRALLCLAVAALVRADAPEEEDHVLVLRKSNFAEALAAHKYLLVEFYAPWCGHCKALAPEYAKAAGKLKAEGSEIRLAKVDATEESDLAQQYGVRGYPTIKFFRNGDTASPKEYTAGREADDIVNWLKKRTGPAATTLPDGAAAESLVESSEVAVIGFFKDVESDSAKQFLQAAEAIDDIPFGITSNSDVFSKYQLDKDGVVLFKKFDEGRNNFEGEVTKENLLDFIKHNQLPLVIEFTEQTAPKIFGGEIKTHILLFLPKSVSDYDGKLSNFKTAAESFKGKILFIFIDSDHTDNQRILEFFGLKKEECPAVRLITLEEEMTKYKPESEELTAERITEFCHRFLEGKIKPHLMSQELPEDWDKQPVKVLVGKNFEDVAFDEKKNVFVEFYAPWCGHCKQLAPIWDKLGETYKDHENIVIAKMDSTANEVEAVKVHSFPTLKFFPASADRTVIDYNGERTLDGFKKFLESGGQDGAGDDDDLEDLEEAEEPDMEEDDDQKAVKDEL
aDG glyco act = alpha-DG glycosylation activation | Pro5-aDG cells, alpha-DG glycosylation AlphaScreen (IIH6); 0% Pro5, 100% B10-LARGE cell signal | activation, % at 10 µM | 360,000 tested, 0.22% active | AID 624168;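 active = activation of at least 8% versus controls, or a plate z-score of at least 8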;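 also: Pro5 are CHO cells carrying HIG-tagged alpha-DG that lacks glycosylation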
Numbers without * were called inactive; . = not tested or not shown.

A first look:
mol,Exocytosis inh,NR2E3 ag-1,NR2E3 ag-2,iPSC survival up,MITF TRPM1 inh,Peg3 promoter,CaV13 ICDI inh,Vif imaging,HIF-2a inh,PDI inh,aDG glyco act
O=C(O)CC(c1ccc(Cl)cc1)N1C(=O)CCC1=O (stereo unspecified),-1,0,3,-2.0,5,6,-3,2,7,0,-0.2
COc1ccc(C2=NO[C@@H]3C(=O)N(c4ccc(C)cc4C)C(=O)[C@H]23)cc1OC,2,-4,-1,-2.6,6,3,-4,-5,2,9,0.0
O=C(NNc1nc2cc3c(cc2s1)OCO3)c1ccccc1,2,-63,5,-0.5,-15,-103,-9,27,-71,11,0.0
CC(C)[C@H](NC(=O)c1ccccc1)C(=O)NCCc1ccccc1,5,-8,5,-0.6,5,0,-4,8,5,6,0.1

The list itself, previewed entries included:
mol,Exocytosis inh,NR2E3 ag-1,NR2E3 ag-2,iPSC survival up,MITF TRPM1 inh,Peg3 promoter,CaV13 ICDI inh,Vif imaging,HIF-2a inh,PDI inh,aDG glyco act
O=C(O)CC(c1ccc(Cl)cc1)N1C(=O)CCC1=O (stereo unspecified),-1,0,3,-2.0,5,6,-3,2,7,0,-0.2
COc1ccc(C2=NO[C@@H]3C(=O)N(c4ccc(C)cc4C)C(=O)[C@H]23)cc1OC,2,-4,-1,-2.6,6,3,-4,-5,2,9,0.0
O=C(NNc1nc2cc3c(cc2s1)OCO3)c1ccccc1,2,-63,5,-0.5,-15,-103,-9,27,-71,11,0.0
CC(C)[C@H](NC(=O)c1ccccc1)C(=O)NCCc1ccccc1,5,-8,5,-0.6,5,0,-4,8,5,6,0.1
COc1ccc(Nc2nc(-c3ccc(OC)cc3)cs2)cc1,-3,-111,5,0.5,-91,-239,-3,0,-301,-1,-0.6
COc1cccc(Nc2nc(C)cc(C)c2C#N)c1,0,-13,3,0.2,4,-12,-5,18,-13,-9,0.1
c1ccc(-c2ccc(CN3C[C@@H]4C(c5ccccc5)C5(c6ccccc6)CC4(C5)[C@H]3c3ccccc3)cc2)cc1 (stereo partly specified),0,-2,0,-1.2,-7,16,-10,0,18,-7,0.1
COc1ccc(S(=O)(=O)N(Cc2cc3ccc(OC)cc3[nH]c2=O)CC2COCCO2)cc1 (stereo unspecified),2,-9,3,-1.3,8,1,-1,21,-54,25,0.0
CCOC(=O)N1CCN(c2cc(=O)n(-c3cccc(C)c3)c(=O)[nH]2)CC1,-6,8,6,3.3,-1,8,-18,-5,22,8,-0.1
COc1ccc(/C=N/NC(=O)C[n+]2ccccc2)c(OC)c1,-4,-29,3,0.3,-4,11,-3,-1,11,2,-0.1
NC(=O)c1ccc(NC(=O)COC(=O)CCN=C2NS(=O)(=O)c3ccccc32)cc1,8,-13,0,-0.4,1,1,-6,11,8,0,0.0
Cc1ccc(C(=O)c2c(NC(=O)c3ccncc3)sc3c2CCCC3)cc1,2,9,-1,2.5,0,15,-6,-1,23,11,0.2
CC1NC(=S)N(Cc2ccccc2)C1=O (stereo unspecified),21,-8,-4,1.6,5,7,-5,-8,1,5,-0.1
O=c1[nH]nnc2cc(Cl)ccc12,2,-6,.,4.0,8,23,-4,2,9,1,0.1
O=C(c1sccc1-c1ccccc1)N1CCN(S(=O)(=O)c2ccccc2)CC1,8,-12,3,0.1,-7,10,-6,2,25,1,0.2
Cc1cc(N2CCOCC2)nc2ccc(NC(=O)C3CCCCC3)cc12,-8,-8,.,4.6,.,-48,-6,-10,-103,-2,0.3
CCN(CC)S(=O)(=O)c1ccc(Oc2ccc(S(=O)(=O)N(CC)CC)cc2)cc1,-7,35,3,4.9,15,3,-3,-10,11,-4,1.7
CCOC(=O)c1ccc(NC(=O)C2CCCN(S(=O)(=O)c3cnc[nH]3)C2)cc1 (stereo unspecified),-9,-36,1,-0.6,-11,-23,-3,7,0,-9,-0.2
COc1cc(/C=N\NC(=O)c2cccc(Cl)c2)ccc1Oc1ccc([N+](=O)[O-])cn1,2,-27,-3,-0.7,12,29,-13,-4,5,-7,0.1
Cc1ccc2nc(SCC(=O)NCc3ccco3)c(C)cc2c1,7,-9,2,4.3,-29,4,6,18,-19,-7,0.3
COCCn1c(SCC(=O)Nc2c(C)n(C)n(-c3ccccc3)c2=O)nc2ccccc2c1=O,-2,-39,4,-0.4,1,14,-8,3,11,2,0.0
COc1ccccc1NC(=O)C(C)OC(=O)CSCC(=O)Nc1ccc(C)cc1C (stereo unspecified),4,3,0,-2.1,.,2,-4,2,2,-3,0.0
Cc1c(C(=O)NCCC#N)sc(=O)n1Cc1ccc(C(=O)N(C)C)cc1,-6,-12,.,-0.7,.,8,-4,-2,5,-5,-0.2
CCCCN(C(=O)CC1CCCC1)c1c(N)n(CCC)c(=O)[nH]c1=O,-7,-10,3,3.0,-6,14,-7,-1,-4,-1,-0.1
Cc1cc(C(F)(F)F)nc(CCNC(=O)C2CCC(=O)N(Cc3cccc(F)c3)C2)n1 (stereo unspecified),-1,-12,-2,0.5,6,-9,-4,17,-5,4,-0.1
Cc1noc(C)c1S(=O)(=O)NC(=O)C1(C)CCN1C(=O)c1ccc(C2CCCCC2)cc1 (stereo unspecified),0,31,.,-1.7,.,6,-5,13,7,-13,0.1
CCCCCC(=O)NN=C1CCN(Cc2ccccc2)CC1,-6,-10,-2,0.4,0,10,-5,7,7,0,-0.3
COc1ccccc1C1CC(=O)NC(SCC(=O)Nc2ccccc2)=C1C#N (stereo unspecified),-3,7,1,0.1,-8,-6,-6,-8,-33,-10,-0.2
Cc1ccc(NC(=O)CCNS(=O)(=O)c2ccc3c(c2)CCC(=O)N3)cc1F,-4,-2,5,8.3,.,-5,-6,6,6,.,0.1
O=C(CSc1nnc(-c2cccs2)o1)c1cccs1,-4,-52,4,0.7,-72,-305,-8,-3,-243,7,0.0
Cn1cc(S(=O)(=O)N2CCc3ccccc32)cc1C(=O)NC1CCCCC1,-4,-13,3,-1.5,10,10,-7,.,-3,.,-0.2
CCC(C)NS(=O)(=O)c1ccc(N)cc1 (stereo unspecified),2,-11,4,0.8,6,2,-4,-3,3,-2,-0.4
C[C@]1(O)CC(=O)C=C[C@H]1Nc1ccccc1,18,-2,.,-3.4,2,-4,-8,-2,11,-5,0.7
COc1cc(CC(=O)OCc2ccccc2F)cc(OC)c1OC,21,-3,4,0.6,-1,9,-5,-5,-8,-5,0.1
COc1cc(OC)c(OC)cc1CNc1cc(C)ccc1OC,0,30,-1,-0.9,24,18,-7,-6,-7,-5,1.4
Cc1noc(C)c1C(=O)OCC(=O)/C=C1/N(C)c2ccccc2C1(C)C,-1,1,.,-1.5,-1,-3,-5,-11,-21,-7,-0.1
CC1(C)CC(C(N)=S)CCO1 (stereo unspecified),-7,-3,-1,-0.6,-3,1,-8,-10,12,13,-0.3
C[C@H](CO)N1C[C@H](C)[C@H](CN(C)C(=O)c2ccccn2)Oc2ncc(Br)cc2C1=O,2,-22,.,-0.7,.,3,-8,18,-2,-13,4.0
COc1ccc(OC)c(NC(=O)CSc2nc(N3CCOCC3)nc(N3CCOCC3)n2)c1,-5,7,1,0.6,-8,8,.,11,6,-8,-0.4
Cc1cc(NC(=O)c2ccccc2)ncc1NC(=O)c1cccs1,2,-76,-1,0.4,-42,-117,-4,23,-136,8,-0.3
O=C(O)Cn1c2ccccc2c2n[nH]c(=S)nc21,1,-9,-2,-0.3,19,19,0,6,22,2,-0.2
Cc1cc(S(=O)(=O)NC(C)C)ccc1OCC(=O)NCc1ccccc1,-3,29,4,-0.3,-1,10,-5,-3,7,3,0.0
CC(=O)c1ccc(NC(=S)NCc2cccnc2)cc1,-6,-2,0,0.8,-15,-7,-7,11,-6,4,0.0
Cc1cccc2cc(CN(CC3CCCO3)C(=O)c3cccs3)c(=O)[nH]c12 (stereo unspecified),0,21,2,-0.2,-11,1,-3,0,7,-6,0.2
O=C(O)CSc1nnc(-c2ccccc2Br)n1-c1cccc(C(F)(F)F)c1,1,-29,4,0.0,-6,13,2,-3,12,12,0.2
COc1ccc(C(=S)N2CCNCC2)cc1,-3,-11,1,-0.1,0,0,-4,-3,13,-4,0.0
CC(=NNC(=O)c1ccncc1)c1ccccc1O,-2,17,.,-1.2,34,31,-11,-2,-44,5,1.3
Cc1nnc(SCc2ccc3c(c2)OCO3)s1,-1,-43,-4,-0.4,-54,-113,-6,12,-146,-9,-0.3
COc1ccc(CNC(=O)CN(C(=O)CCC(=O)Nc2nccs2)c2ccc(C)cc2)cc1,-10,-4,-4,0.7,1,13,-20,-18,-2,9,0.2
Cc1ccccc1N(CC(=O)NC(C)(C)C)C(=O)CCC(=O)Nc1nccs1,-8,4,3,0.8,-7,14,-5,-2,20,-2,0.0
CN(C)S(=O)(=O)NC(c1ccccc1)c1ccccc1,-1,2,1,1.7,4,8,-4,1,16,-1,-0.2
CCOc1ccc2c(c1)n(CO)c(=S)n2CO,-1,4,2,1.3,-9,1,-6,-5,-3,-2,-0.1
CNC(=O)C1=C(C)n2c(nc3ccccc32)NC1c1ccc(OC)cc1 (stereo unspecified),-1,0,-2,1.8,0,-3,-5,13,-32,1,0.1
COc1ccccc1/C=C1\SC(=S)N(CCC(=O)N2CCCCC2CCO)C1=O (stereo unspecified),9,-9,-1,1.3,-2,-6,-7,-3,-22,-4,0.2
O=C(COc1ccc2c3c(c(=O)oc2c1)CCC3)NCc1ccncc1,3,6,2,-0.4,-9,-12,-4,-3,-18,-3,0.1
O=C(Nc1ccc(S(=O)(=O)N2CCCC2)cc1)C1CCCN1C(=O)c1cccs1 (stereo unspecified),1,-3,4,1.6,8,23,-3,2,15,0,0.0

Following part.
mol,Exocytosis inh,NR2E3 ag-1,NR2E3 ag-2,iPSC survival up,MITF TRPM1 inh,Peg3 promoter,CaV13 ICDI inh,Vif imaging,HIF-2a inh,PDI inh,aDG glyco act
O=C(CCC1CCCN(C(=O)Cc2ccc(F)cc2)C1)N1CCN(c2ccccn2)CC1 (stereo unspecified),2,-15,4,0.3,8,18,-2,-4,14,-2,0.1
O=C(CSCc1ccc(Cl)cc1)Nc1ccc(S(=O)(=O)N2CCOCC2)cc1,1,0,0,0.3,-2,15,-14,-4,15,-5,-0.4
S=C(NCc1cccnc1)Nc1cccc(Cl)c1,-7,1,1,8.6,0,5,.,17,-3,-4,0.2
Nc1nc(NCc2ccccc2)nc(NCc2ccccc2)c1[N+](=O)[O-],7,-15,2,0.1,-5,14,-5,-7,16,2,0.7
COc1ccc(CC(=O)Nc2ccc3c(c2)CCC3)cc1,-1,-14,-3,1.9,-22,-68,-5,-9,-116,3,0.0
O=C(O)c1ccc(CN2C(=O)c3ccc(Oc4ccc([N+](=O)[O-])cc4)cc3C2=O)cc1,-5,-6,-2,0.0,7,1,-2,5,16,-4,0.0

High-throughput results as filed in PubChem.
